Yp Topo-I inh: inhibitors of Yersinia pestis topoisomerase I; Y. pestis Topo-I cleavage product accumulation, plate reader; activity, % at 10 µM; hit rate 0.064% among 360,000; AID 504884; in the data active = activity above about 50%, passing the limit was not always enough; note: inactives centre near 2
SARS 3CLpro inh: SARS-CoV 3CLpro protease inhibition; inhibition, % at 6 µM; recombinant SARS-CoV 3CLpro, quenched FRET peptide cleavage; P0C6X7; hit rate 0.14% among 290,000; in the data active = inhibition above about 12%
MazF activator: MazEF (E. coli) toxin RNase activation | P0AE70 | FAM/BHQ RNA-DNA oligo cleavage fluorescence, 5 h | activation, % at 20 µM | hit rate 0.32% among 350,000 | AID 504720; in the data active = activation above about 50%
Target sequence (P0AE70 whole entry, looked up): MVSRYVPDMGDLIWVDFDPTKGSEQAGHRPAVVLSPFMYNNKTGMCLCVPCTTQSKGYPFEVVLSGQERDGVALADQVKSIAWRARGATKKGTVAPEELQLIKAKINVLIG
Rv3671c protease: Rv3671c (M. tuberculosis) protease inhibition | P9WHR9 | inhibition, % at 5.96 µM | hit rate 0.048% among 320,000; in the data active = inhibition above about 38%;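 note: extracellular domain of Rv3671c used as enzyme; 0% = enzyme with DMSO and 100% = no enzyme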
Target sequence (P9WHR9 whole entry, looked up, the tested form may be a part): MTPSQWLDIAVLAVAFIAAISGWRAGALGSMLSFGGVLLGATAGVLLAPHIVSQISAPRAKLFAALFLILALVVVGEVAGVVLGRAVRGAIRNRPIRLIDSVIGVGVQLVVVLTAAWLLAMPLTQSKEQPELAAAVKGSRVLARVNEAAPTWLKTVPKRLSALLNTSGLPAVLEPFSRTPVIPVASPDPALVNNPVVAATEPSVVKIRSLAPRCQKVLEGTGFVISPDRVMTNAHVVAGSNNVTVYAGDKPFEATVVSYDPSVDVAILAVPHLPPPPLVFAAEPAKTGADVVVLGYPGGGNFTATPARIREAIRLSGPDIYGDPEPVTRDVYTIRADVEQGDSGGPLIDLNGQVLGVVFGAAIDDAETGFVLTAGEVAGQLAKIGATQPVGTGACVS
PrPC surface inh: reduces human prion protein on the cell surface; P04156; cell surface PrPC, TR-FRET read-out; inhibition, % at 13.8 µM; hit rate 0.43% among 370,000; AID 720596; in the data active = inhibition above about 24%; note: 0% = median of the test wells and 100% = reference compound wells
CCHFV vOTU inh: blocks the CCHF virus ovarian tumor domain protease. CCHFV vOTU protease, Pep-AMC fluorescence. inhibition, % at 11.5 µM. hit rate 0.55% among 370,000. AID 651958; in the data active = inhibition above about 30%; note: 0% = vehicle wells with enzyme and 100% = no enzyme wells
BH1578 lux ind: inducers of Vibrio cholerae quorum light production without autoinducers; V. cholerae BH1578 lux reporter, luminescence, 6 h; activation, % at 18.7 µM; hit rate 0.16% among 350,000; AID 588436; in the data active = activation mostly above about 9.7%, no sharp cut-off; note: not every result past the cut was called active; inactives centre near 0; reference of the scale not given here
DUSP3 inh: DUSP3 (human) phosphatase inhibition; recombinant VHR phosphatase, pNPP absorbance; inhibition, % at 13.3 µM; hit rate 0.52% among 290,000; AID 1654; in the data active = inhibition above about 50%; note: some compounds called inactive have numbers as strong as hits
Target sequence (P51452 whole entry, looked up): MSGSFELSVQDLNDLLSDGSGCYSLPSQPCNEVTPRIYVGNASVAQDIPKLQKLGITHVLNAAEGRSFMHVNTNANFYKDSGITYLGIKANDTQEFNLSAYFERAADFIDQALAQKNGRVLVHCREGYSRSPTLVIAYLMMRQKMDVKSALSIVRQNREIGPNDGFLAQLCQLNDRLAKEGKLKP
TcdB inh: inhibitors of Clostridioides difficile toxin B glycohydrolase; hit rate 0.24% among 350,000; inhibition, % at 9.99 µM; TcdB glycohydrolase enzymatic assay, plate reader; in the data active = inhibition above about 10%
PriA SSB inh: inhibitors of Klebsiella pneumoniae PriA binding to SSB C-terminal tail; AlphaScreen SSBct-PriA binding, biotinylated peptide; inhibition, % at 33 µM; hit rate 0.6% among 430,000; in the data active = inhibition mostly above about 37%, no sharp cut-off; inactive = mostly below about 20%;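 note: plate controls were negative control peptide for no effect and reference peptide for full effect; strong numbers were not always called active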
The depositor's hits bear a star; i = inactive; x = not tested or not shown; & = joins results of further samples. An excerpt; the hit share may differ from the screen's.

Values in the order – Yp Topo-I inh	SARS 3CLpro inh	MazF activator	Rv3671c protease	PrPC surface inh	CCHFV vOTU inh	BH1578 lux ind	DUSP3 inh	TcdB inh	PriA SSB inh
Cc1cc(NC(=O)COn2nnc3ccc(Cl)cc32)no1
 : -6	0	9	-5	-4	-2	i	22	x	-1
O=C(Nc1cccc(Cl)c1)NC1CC2CCC1C2 (stereo not given)
 : -15	0	6	0	-2	9	i	14	2.0	-19
Cc1cc(C)n(-c2ccc(NC(=O)C3CCCCN3C(=O)c3ccc(C)s3)cc2)n1 (stereo not given)
 : 28	-2	0	0	3	-1	i	1	0.6	3
COc1cc(NC(=O)c2ccccc2)c(OC)cc1NC(=O)CN1C(=O)NC2(CCCCC2)C1=O
 : -1	x	4	5	-4	16	-2.6	x	-0.5	0
OC1/C(=C/c2ccccc2C(F)(F)F)N2CCC1CC2 (stereo not given)
 : -7	-1	4	-5	5	-6	-0.3	11	5.2	-14
CC(=O)N(Cc1ccccc1)c1c(N)nc(N)[nH]c1=O
 : -10	x	7	3	6	-11	5.3	x	1.7	4
CCCc1ccc(Oc2cc(C)nc(N3CCOCC3)n2)cc1
 : 14	-2	-2	3	-3	3	-6.7	11	x	-9
COc1ccc(-c2c(C#Cc3ccsc3)c3cc(-c4ccc(CN5CCOCC5)cc4)ccc3n2C)cc1
 : -8	x	-8	0	8	-2	-1.4	x	0.0	-3
COc1cccc(NC(=O)C(NCCC(C)C)c2ccccc2)c1 (stereo not given)
 : 1	2	8	1	16	3	x	27	x	-7
COc1cccc(-c2nnc(SCC(=O)Nc3cc(C)ccc3OC)n2N)c1
 : 8	0	-1	0	-1	-6	-0.3	36	x	-5
C#CCN(C[C@H]1[C@H](OC(=O)NC2CCCC2)[C@H](OC(=O)NC2CCCC2)C[C@H]2C(=O)N(c3ccccc3)C(=O)[C@@H]12)S(=O)(=O)c1ccc(C)cc1
 : 16	x	-3	x	3	8	-0.5	x	-0.8	x
COc1cccc(NC(=O)CS(=O)(=O)c2cccc3nsnc23)c1
 : -3	-1	4	2	-37	-2	-0.4	14	0.0	1
CCOc1ccc(/C=N/Nc2ccccc2)cc1
 : -7	0	0	0	10	11	i	17	0.5	x
COc1ccc(-c2nn(-c3ccccc3)cc2/C=C2/SC(=S)N(CCCC(=O)O)C2=O)c(C)c1
 : 11	5	-18	-11	2	-3	-0.1	9	0.2	0
COCCNC(=O)C(C)OC(=O)c1cc2occc2n1C (stereo not given)
 : 11	4	0	-1	-8	0	1.2	0	x	-20
O=C(CCC(=O)Nc1nnc(C2CCCCC2)s1)Nc1ccc(F)cc1
 : 1	-6	-1	-17	5	16	-4.3	15	1.4	-13
Cn1cccc1/C=N\NC(=O)C1COc2ccc(C(C)(C)C)cc2O1 (stereo not given)
 : 24	10	1	-8	5	26	i	-15	0.1	x
CCOC(=O)c1ccccc1NC(=O)c1cn(CC)c2nc(C)ccc2c1=O
 : -5	x	2	0	1	0	i	x	2.5	-7
COc1cc(-c2nn3c(Cc4ccccc4)nnc3s2)cc(OC)c1OC
 : -1	0	-1	0	-4	0	i	11	x	-2
COc1ccc(C(C)(O)c2nc(-c3ccccc3OC)cs2)cc1 (stereo not given)
 : 18	x	x	x	14	-9	i	x	0.3	x
COc1ccc(-c2nnc(SCC(=O)/C(C#N)=C(\C)N)o2)cc1
 : -2	1	24	-3	-5	-4	i	20	x	x
COc1ccc(Nc2nc(N)nc(SCc3nnc(C)s3)n2)cc1
 : -1	2	4	2	-7	5	0.3	9	2.0	-20
Cc1ccccc1NS(=O)(=O)c1ccc(F)cc1
 : 2	-1	4	-2	0	17	-0.2	4	x	1
Cc1c(C#N)sc(C(N)=O)c1C
 : -1	1	5	2	-3	-2	-1.2	11	-0.1	-8
CCOc1ccccc1C(=O)N[C@H](C(=O)OCC(=O)Nc1nnc(-c2ccccc2)o1)C(C)C
 : 13	x	-3	x	6	12	x	x	0.0	-12
CCc1c(C(=O)NNC(=S)NCC2CCCO2)csc1C (stereo not given)
 : -2	-2	2	-2	2	-3	-0.4	2	-0.6	-5
CC(C)(C)c1ccc(OCC(=O)NNC(=O)Cc2cccs2)cc1
 : 2	5	2	2	3	5	-7.3	13	x	4
CCOC(=O)c1oc2ccccc2c1NC(=O)c1cc(OC)cc(OC)c1
 : 6	4	-8	-11	-2	9	-0.4	3	-1.7	-3
COC(=O)c1ccc(OCC(=O)c2ccc(C)c(C)c2)cc1
 : 17	4	-4	4	4	-2	-0.3	-6	1.7	-4
CCCCNc1c(NC(C)=O)c(=O)oc2ccccc12
 : -3	0	-2	5	-2	10	-0.3	13	1.0	5
Cc1cccc(NC(=O)c2cccc([N+](=O)[O-])c2O)c1C
 : 3	x	-17	x	3	5	i	x	3.7	-1
Cn1nnnc1Sc1ncnc2scc(-c3ccc(C(F)(F)F)cc3)c12
 : 22	x	2	-16	13	16	-0.6	x	0.2	4
Cc1cc(C)cc(NC(=S)N2CCC(NC(=O)c3ccco3)CC2)c1
 : 2	1	-8	-2	-2	5	-0.3	39	0.3	-20
NC(=O)C1CCN(C(=O)c2ccc(Cl)c(S(=O)(=O)NCc3ccco3)c2)CC1
 : 1	x	4	2	5	8	2.1	x	1.7	-3
O=C(COc1cccc2ccccc12)NNC(=O)Nc1ccccc1
 : 0	6	4	-6	6	3	0.4	12	0.6	11
CCC(c1nnc(SC(C)C(=O)NC2CC2)n1-c1ccc(OC)cc1)N(C)C (stereo not given)
 : 2	x	12	-3	0	0	i	x	0.5	15
Cc1cc(NC(=O)CSc2ccccn2)cc(NC(=O)CSc2ccccn2)c1
 : -8	-1	0	-12	9	0	-0.3	54*	-8.1	1
CCCCC(=O)NCCNc1nc2c(c(=O)n(C)c(=O)n2C)n1Cc1ccc(F)cc1
 : -3	-2	-5	1	9	-8	i	37	x	-11
Cc1cccc(C)c1NC(=O)CNC(=O)CN1C(=O)NC2(CCc3ccccc32)C1=O (stereo not given)
 : 3	x	0	0	-6	-3	-0.9	x	-0.3	5
Cc1c(CCC(=O)O)c(=O)oc2c(C)c3occ(-c4ccc(Br)cc4)c3cc12
 : 24	0	-30	x	-2	8	i	x	0.1	8
COc1ccccc1-c1cn(C(C)(C)C)nc1C
 : 2	4	1	-3	-4	-8	i	26	-0.6	-9
O=C(CCN1CCCC1)Nc1ccccc1
 : 0	1	2	4	5	3	3.8	8	x	-2
C=CCn1c(=O)c2ccccc2n2c(SCC(=O)NCc3cccs3)nnc12
 : -9	5	1	-1	1	2	-1.7	-5	x	-17
CN(C)c1ncc(CN2CCC(CO)(CCCc3ccccc3)CC2)s1
 : 3	-2	6	2	-2	8	-0.4	13	0.2	-1
Cc1ccc(NC(=O)N2CCC(C(=O)NCc3ccccc3)CC2)cc1
 : 4	5	2	1	5	2	-0.2	0	x	-8

Single values from above:
For TcdB inh, CCC(c1nnc(SC(C)C(=O)NC2CC2)n1-c1ccc(OC)cc1)N(C)C (stereo not given) reads 0.5
For PriA SSB inh, Cc1cc(C)cc(NC(=S)N2CCC(NC(=O)c3ccco3)CC2)c1 reads -20

The list continues:
Values in the order – Yp Topo-I inh	SARS 3CLpro inh	MazF activator	Rv3671c protease	PrPC surface inh	CCHFV vOTU inh	BH1578 lux ind	DUSP3 inh	TcdB inh	PriA SSB inh
Cn1c(=O)oc2cc(S(=O)(=O)NCc3ccc(F)cc3)ccc21
 : 9	1	-45	-11	-2	-1	-0.7	6	1.2	0
O=[N+]([O-])/C(Cl)=C1\NCCN1Cc1ccc(Cl)nc1
 : 0	-1	2	-8	-1	2	1.0	10	1.5	-18
CC(C)[C@H](NC(=O)C1CCN(S(=O)(=O)c2ccccc2)CC1)C(=O)NCc1ccccn1
 : 2	-3	6	2	6	1	-0.6	15	2.6	7
CCc1nc2ccc(C(=O)NCCOc3ccc(OC)cc3)cn2c1N(CCN(C)C)CC1CC1
 : 1	x	x	x	1	-3	-0.4	x	-1.1	x
COC(=O)c1c(C(=O)OC)c(-c2ccc(Cl)cc2)n2c1CS(=O)(=O)C2
 : 12	-4	-20	3	-9	-8	-0.5	31	2.1	0
CC(=O)c1cccc(N(C(=O)CNC(=O)c2cccs2)C(C(=O)NCC2CCCO2)c2ccccc2)c1 (stereo not given)
 : 0	-3	8	4	-12	8	1.5	17	0.1	-2
O=S(=O)(c1cccc(-c2nc3n(n2)Cc2ccccc2-3)c1)N1CCCC1
 : 37	-8	-7	4	6	-6	i	-5	1.9	-2
C=CCn1c(SCC(=O)Nc2cccc(S(N)(=O)=O)c2)nnc1C1CCCCC1
 : -3	x	2	8	-5	-2	-0.4	x	0.0	6
O=[N+]([O-])c1ccccc1S(=O)(=O)Nc1ccn(Cc2c(F)cccc2Cl)n1
 : 3	3	3	9	-6	25	-0.4	6	0.3	-2
Cc1cccc(NC(=S)NCCc2ccc(F)cc2)c1C
 : 7	3	-6	0	10	18	0.4	13	0.6	-10
CCOc1ccccc1NC(=O)COC(=O)C(CC)c1ccccc1 (stereo not given)
 : 13	6	-3	-6	8	10	-0.3	17	-3.2	-40
CCN1C(=O)C2(C(C#N)=C(N)Oc3n[nH]c(COC)c32)c2ccccc21 (stereo not given)
 : 8	-6	24	3	-1	-11	i	6	-1.3	-6
Cc1nc(N2CCC(C)CC2)c2oc3ccccc3c2n1
 : 27	0	4	-3	5	6	-0.6	-4	x	-18
CC(=O)c1cccc(-c2ccnc3c2CC(C(=O)NCc2ccc(F)c(F)c2)O3)c1 (stereo not given)
 : 14	x	x	x	7	2	0.1	x	1.3	x
CN(C)Cc1csc(NC(=O)Nc2ccccc2Cc2ccccc2)n1
 : -10	x	x	x	-1	-8	-0.2	x	0.2	x

Fetched by structure from above, 2 records:
Values in the order – Yp Topo-I inh	SARS 3CLpro inh	MazF activator	Rv3671c protease	PrPC surface inh	CCHFV vOTU inh	BH1578 lux ind	DUSP3 inh	TcdB inh	PriA SSB inh
CC(=O)c1cccc(N(C(=O)CNC(=O)c2cccs2)C(C(=O)NCC2CCCO2)c2ccccc2)c1 (stereo not given)
 : 0	-3	8	4	-12	8	1.5	17	0.1	-2
CC(=O)c1cccc(-c2ccnc3c2CC(C(=O)NCc2ccc(F)c(F)c2)O3)c1 (stereo not given)
 : 14	x	x	x	7	2	0.1	x	1.3	x

Following part
Values in the order – Yp Topo-I inh	SARS 3CLpro inh	MazF activator	Rv3671c protease	PrPC surface inh	CCHFV vOTU inh	BH1578 lux ind	DUSP3 inh	TcdB inh	PriA SSB inh
CC(=O)CSc1ncnc2scc(-c3ccc(F)cc3)c12
 : -3	5	-7	11	7	2	-0.3	1	-5.8	-11
Cc1sc(NC(=O)c2ccco2)nc1-c1ccccc1
 : -4	1	-5	-28	-2	8	-3.4	-22	x	-28
Cc1noc(C)c1C(=O)NC1CCCc2ccccc21 (stereo not given)
 : 5	7	6	-3	-2	1	-0.2	-2	0.5	0
C=CCOC(=O)CC(NC(=O)c1ccccc1)c1ccccc1 (stereo not given)
 : 11	-2	-2	-1	-5	1	-0.3	14	x	-20
N#CC1=C(N)NC(SCC(=O)O)=C(C#N)C12CCCC2
 : -2	4	12	2	10	10	-0.5	-14	x	-5
O=C(Nc1ccc(-c2csc(-c3ccccc3)n2)cc1)c1ccccc1
 : -6	1	-25	-10	2	-1	-0.2	34	x	-1
CC1(C)[C@@H](O)CC[C@]2(C)[C@H]3C(=O)C=C4[C@@H]5C[C@@](C)(C(=O)O)CC[C@]5(C)CC[C@@]4(C)[C@]3(C)CC[C@@H]12
 : -4	-1	8	-2	5	1	0.8	-3	-2.2	-18
COc1ccc(-c2nc(NC(=O)c3cc(C(C)(C)C)nn3C)sc2C)cc1
 : 4	-1	0	-16	x	x	i	13	x	2
c1ccc(Cn2nnc3ccccc32)cc1
 : 2	-3	4	3	3	8	-0.6	44	0.2	-10
O=C(CNC(=O)c1ccc(S(=O)(=O)N2CCCCC2)cc1)N/N=C/c1ccco1
 : 0	5	6	4	-6	0	i	14	-0.3	x
O=[N+]([O-])c1ccc(C=NNC(=S)NN=Cc2ccc([N+](=O)[O-])cc2)cc1
 : -18	x	-12	x	-24	6	-1.7	x	-1.1	-16
Oc1ccc(-c2cn3ccccc3n2)cc1
 : -15	1	-2	4	-2	-21	i	-5	41*	0
CCOC(=O)C1CCCN(C(=O)c2cc3ccccc3oc2=O)C1 (stereo not given)
 : -9	3	5	7	7	-6	i	2	2.3	6&-4
Cc1ccccc1C(=O)Nc1cc(-c2cc(C(C)(C)C)oc2C)nn1C
 : -2	5	-3	-4	-3	11	-0.1	27	1.2	1
